P. falciparum M17LAP: P. falciparum M17LAP inhibitors, primary screen, biochemical, fluorogenic H-Leu-NHMec substrate, 1536-well (AID 1619). recombinant M17LAP, H-Leu-NHMec fluorogenic kinetic assay; higher % means a stronger effect. one-dose inhibition, % at 30 µM; IC50 in µM for titrated hits. 0.38% of 220,000 active;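 active = compound inhibiting the enzyme by more than half at any dose during confirmatory dose-response retesting; inconclusive = strong single-dose inhibitors picked by rank but not retested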;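 note: plate controls were full reaction with DMSO carrier for no effect and no enzyme background for full effect; strong numbers were not always called active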
P. falciparum M1AAP: P. falciparum M1AAP inhibitors, biochemical, fluorogenic H-Leu-NHMec substrate, 1536-well (AID 1445); recombinant M1AAP, H-Leu-NHMec fluorogenic kinetic assay; higher % means a stronger effect; one-dose inhibition, % at 30 µM; IC50 in µM for titrated hits; 0.42% of 220,000 active;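 active = primary inhibition above the hit cutoff, then over 50% inhibition at one or more dose response concentrations, cut at about 23% in these data, passing the limit was not always enough; inconclusive = conflicting primary data, or primary hits not chosen for dose response; inactive = low primary inhibition, or under 50% at every dose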;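 note: plate controls were DMSO full reaction for no effect and no enzyme background for full effect; strong numbers were not always called active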
Yfh1-off respiration: mitochondrial function rescue without frataxin homolog – Friedreich's ataxia, plus single-dose screen, dose response (AID 1465); S. cerevisiae Yfh1-off respiration, WST-1 reduction, 72 h; higher fold induction means a stronger effect; 0.074% of 220,000 active; fold induction at 50 µM, or EC50 in µM where a hit was titrated;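 active = fold induction of absorbance versus untreated yeast above a set limit, then at least 30% activation at any dose in follow-up; inconclusive = repeats straddling the limit, or above it without dose testing; inactive = fold induction below the set limit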;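 note: activators that raise dye reduction in frataxin-depleted yeast; strong numbers were not always called active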
Ins promoter up: MIN6 insulin promoter up-regulation; MIN6 insulin promoter-GFP reporter, high-content imaging; stronger effect = higher value; z-score at 5 µM; 0.3% of 190,000 active;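 active = z-score above 3 at 5 µM with at least 500 cells counted in the well; inconclusive = wells under 500 cells, flagged as cytotoxic or low count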
Autophagy mod: autophagy modulation, high-content screen. MEF GFP-LC3 puncta imaging; test concentration mostly 10 µM. calls only at 10 µM (by protocol). 0.98% of 190,000 active. AID 463193;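 active = percentage of spot-positive cells more than 3 SD above its plate mean, without a fluorescence outlier flag or 80% toxicity; inconclusive = no clear call, values can overlap the other calls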;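 note: spot-positive cell cutoff set from DMSO-treated cells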
MT stabilize HCS: microtubule stabilizers in HeLa cells; AID 2205; % tubulin-high responders, % at 10 µM; HeLa tubulin immunostaining HCS, 24 h; share of cells brighter than vehicle mean+2SD; 0.83% of 200,000 active;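 active = plate Z-score above 3 for both tubulin-high and condensed-nucleus cell shares, with cell loss under 80%, at 10 µM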;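 note: anti alpha tubulin signal scored within the nucleus-defined area of each cell; some results filed as inactive read as strong as hits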
CSM14.1 death rescue: rescue of cells from ER stress-induced death, primary screen, 384-well, CSM14.1, thapsigargin, ATP luminescence (AID 1222); 190,000 tested, under 10 active; CSM14.1 thapsigargin-induced death rescue, ATP luminescence; higher % means a stronger effect; cellular ATP content (survival), % at 20 µM, or EC50 in µM where a hit was titrated;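 active = EC50 below 50 µM in the dose-response confirmation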;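 note: death triggered by thapsigargin at about 15 µM added after 2 h compound pretreatment; cell ATP read after overnight thapsigargin exposure of roughly 18 to 22 hours; normalized against plate controls of thapsigargin alone and 5% DMSO vehicle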
Hep lipid drop: hepatic lipid droplet formation modulation. 0.4% of 240,000 active. inhibition, % at 6.5 µM. AID 1656. AML12 mouse hepatocytes, oleate lipid droplets, BODIPY imaging;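 active = lipid droplet intensity inhibited by at least 50%, with more than 500 cells counted; inconclusive = wells with under 300 cells, treated as cytotoxic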
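Test system: AML12 mouse liver cells; schedule: overnight exposure; technique: high-content imaging of BODIPY-stained droplets and DAPI nuclei; read-out: % inhibition of corrected integrated BODIPY droplet signal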
Dynein transport: blocks dynein driven cargo transport along microtubules; 3617.4 mouse cells, GR-EGFP nuclear translocation imaging; test concentration mostly 20 µM; stimulated with dexamethasone, 1 µM; stronger effect = lower value; z-score, hits read low; 0.47% of 220,000 active; AID 1381;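 active = plate z-score of nuclear minus cytoplasmic receptor signal below a set negative limit, without overly bright fluorescence or cell loss, cut at about -3.5 in these data, passing the limit was not always enough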;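 note: z-score of nuclear minus cytoplasmic ring GR-EGFP intensity difference per well; some compounds called inactive have numbers as strong as hits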
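Buffer or medium: Induction medium lacking tetracycline, stripped serum | Also added: Dexamethasone agonist, 1.0 µM final, for 30 min | Timing: 48 h induction, 1 h compound, 30 min dex at 37 °C | Detection: Formaldehyde fixation, Hoechst nuclear stain, 10x automated fluorescence imaging | Measure: Nuclear versus cytoplasmic GR-EGFP signal, averaged per well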
Dynein transport cytoplasmic EGFP: second read-out of Dynein transport, no call of its own (marks repeat the call); z-score; measured here: cytoplasmic GR-EGFP intensity; stronger effect = higher value
Dynein transport nuclear GR-EGFP: also measured in Dynein transport; calls as there; z-score; measured here: nuclear GR-EGFP intensity;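 lower value marks the stronger effect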
Dynein transport cell count: second read-out of Dynein transport, no call of its own (marks repeat the call); z-score; measured here: cell count per field
Ins promoter up cell count: second read-out of Ins promoter up, no call of its own (marks repeat the call); cell count; measured here: cytotoxicity, nuclei count;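 total cells summed across four imaged fields per well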
Hep lipid drop cells 6.5 µM: recorded beside Hep lipid drop, whose call it bears; cell count; measured here: cell count, cytotoxicity flag;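 cells counted across two imaged fields per well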
MT stabilize HCS Hoechst-high %: further read-out of MT stabilize HCS, marked with its call; % Hoechst-high responders; measured here: nuclear condensation Hoechst responders;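 share of cells brighter than vehicle mean plus two SD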
MT stabilize HCS cytotoxicity %: recorded beside MT stabilize HCS, whose call it bears; toxicity, %; measured here: cytotoxicity by cell density;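 0% = mean cell density of plate MIN control wells and 100% = no cells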
Autophagy mod cell loss 18 h: recorded beside Autophagy mod, whose call it bears; toxicity, %; measured here: cell loss, nuclei count;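 cell loss after 18 h compound exposure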
The depositor's hits bear a star; i = inactive; ? = inconclusive; nt = no result given; + = active, no number. Random draw from the library. About 3.5% of those tested had a hit in this group.

SMILES | P. falciparum M17LAP | P. falciparum M1AAP | Yfh1-off respiration | Ins promoter up | Ins promoter up cell count | Autophagy mod | Autophagy mod cell loss 18 h | MT stabilize HCS | MT stabilize HCS Hoechst-high % | MT stabilize HCS cytotoxicity % | CSM14.1 death rescue | Hep lipid drop | Hep lipid drop cells 6.5 µM | Dynein transport | Dynein transport cytoplasmic EGFP | Dynein transport nuclear GR-EGFP | Dynein transport cell count
Cc1ccc(-c2nn(-c3ccccc3)cc2C(=O)N2CCOCC2)cc1C | -1% | 4% | i | -0.24 | 1529 | i | 11 | 1.8 | 1.6 | 3.6 | -0.5% | 21 | 669 | 1.1 | -0.3 | 0.77 | 0.25
CC(C)C(OC(=O)CCCC(=O)Nc1nccs1)C(=O)NC1CCCCC1 (centres undefined) | 14% | 5% | i | 0.06 | 1392 | i | -11 | 4.2 | 1.3 | 4.4 | 1.0% | 5 | 783 | -0.12 | -0.33 | 0.54 | 0.54
COc1ccccc1CNC(=O)c1ccc2nc3[nH]c4ccccc4c3nc2c1 | -4% | 3% | i | -1.6 | 1303 | i | -5 | 4.8 | 0.8 | 2.1 | 2.4% | 73* | 706* | 0.19 | -0.085 | 0.23 | -0.94
CC1(C)C(=O)Nc2ccccc2N1C(=O)COC(=O)CCSc1ccccc1 | 0% | 5% | i | 2.2 | 783 | i | -3 | 2.4 | 1.5 | 7.0 | 5.2% | -1 | 795 | 2 | 0.067 | 1.7 | -1.9
COc1ccc(CNS(=O)(=O)c2ccc3c(c2)CCN3C(=O)C2CC2)cc1 | -1% | -2% | i | 0.42 | 915 | i | -5 | 2.3 | 1.0 | 8.7 | -0.7% | -3 | 790 | -0.33 | -0.15 | 0.039 | 0.69
CCn1c(SCC(=O)NCc2cccs2)nnc1-c1cccs1 | 13% | -1% | i | 0.03 | 1280 | i | 0 | 3.7 | 2.7 | 18 | -2.8% | -2 | 738 | 2.3 | -0.22 | 1.5 | -1.7
Cc1ccc(C)c(NC(=S)N2CCN(Cc3ccccc3)CC2)c1 | 2% | 8% | i | 1.4 | 1367 | i | 16 | 3.9 | 1.8 | 4.9 | -0.7% | nt | nt | -0.83 | 0.26 | -0.25 | 1.1
FC(F)(F)c1cnc2c(c1)Nc1ccccc1S2 | 11% | 17% | i | 0.52 | 1075 | i | -11 | 3.5 | 4.7 | 2.1 | 1.7% | nt | nt | 0.29 | -0.23 | -0.11 | 0.86
O=C1NC[C@@H](Cc2cccc3ccccc23)N(CC2CCCCC2)C1=O | 3% | 9% | i | -0.57 | 931 | nt | nt | nt | nt | nt | nt | 10 | 687 | -0.076 | -0.81 | 0.061 | 0.62
O=C(CN1C2=NCCN2c2ccccc21)N1CCOCC1 | 3% | 12% | i | -0.3 | 1947 | i | 1 | 0.9 | 1.5 | 11 | -1.9% | 18 | 632 | -0.26 | -0.13 | 0.074 | 0.18
CCOc1ccc2nc(-c3ccccc3)nc(SCC(=O)Nc3ncc(C)s3)c2c1 | 0% | 4% | i | 0.23 | 1894 | i | 0 | 1.4 | 1.4 | 10 | -0.2% | 101* | 649* | 0.073 | -0.23 | -0.51 | 0.34
Cc1ccc(CSc2nn3c(=O)c(C)nnc3s2)cc1 | 10% | 7% | i | -0.21 | 1462 | i | -12 | 6.2 | 3.2 | 9.5 | 1.5% | 9 | 677 | -0.16 | -0.25 | -0.058 | 0.12
CCN(c1ccc2c(c1)OCO2)S(=O)(=O)c1cc(Br)cc2c1N(C(=O)C1CC1)CC2 | 4% | 2% | nt | -0.74 | 1721 | i | -1 | 3.0 | 1.6 | 2.7 | -1.9% | 2 | 603 | 0.16 | -0.18 | 0.25 | -0.08
O=C1CC(c2cccc(Br)c2)C2=C(COC2=O)N1 (centres undefined) | -4% | 1% | i | 0.25 | 1321 | i | -3 | 1.5 | 1.7 | 5.4 | -0.1% | 8 | 693 | -0.21 | 0.063 | -0.067 | -0.81
Cc1[nH]n(-c2ccccc2)c(=O)c1C=Nc1cnc2ccccc2c1 | -7% | 8% | i | -0.34 | 926 | i | 8 | 2.4 | 2.1 | 5.7 | -4.2% | 9 | 723 | 0.71 | 0.018 | 0.87 | -0.92
C[C@H](NC(=O)c1nc[nH]c1C(=O)NC(c1ccccc1)c1ccccc1)C(=O)OC(C)(C)C | 2% | -6% | i | 0.96 | 1352 | i | -4 | 4.6 | 1.3 | 7.0 | 3.5% | -33 | 687 | 0.032 | -0.21 | 0.32 | -0.95
CC(C)N1CCCC(CNC(=O)CCc2nnc(CCCCc3ccccc3)o2)C1 (centres undefined) | 9% | 10% | i | 0.08 | 1564 | i | -19 | nt | nt | nt | 0.3% | 6 | 704 | 0.34 | -0.2 | 0.5 | 0.35
CCOc1ccc(C(C)=O)cc1CN1C(=O)NC(C)(C2CC2)C1=O (centres undefined) | -3% | 0% | i | -0.23 | 1339 | i | 2 | 9.1 | 1.5 | 3.9 | 0.6% | -1 | 705 | -0.094 | -0.32 | 0.21 | 0.4
CCOC(=O)Nc1ccc2c(c1)N(C(=O)CCN1CCN(C)CC1)c1ccccc1S2 | 9% | 5% | i | 0.75 | 1461 | i | -3 | 4.4 | 1.7 | 7.0 | -0.7% | nt | nt | 0.047 | -0.23 | -0.63 | 0.78
Nc1nnc(SCc2ccccc2F)n1-c1ccccc1 | 1% | 10% | i | -0.56 | 1311 | i | 4 | 2.1 | 2.2 | 29 | 4.9% | -2 | 765 | -0.44 | -0.14 | -0.31 | -0.097
CN(C(=O)COC(=O)/C=C/c1ccc(S(=O)(=O)N2CCc3ccccc32)cc1)C1CCS(=O)(=O)C1 (centres undefined) | -8% | 4% | i | 0.18 | 1540 | i | 17 | 2.6 | 1.8 | 4.6 | 2.7% | 9 | 618 | -0.67 | -0.045 | -0.31 | 0.79
O=C1/C(=C/c2ccccn2)SC(=S)N1CCc1ccccc1 | 14% | 1% | i | 0.15 | 1116 | nt | nt | nt | nt | nt | nt | 22 | 758 | 0.017 | -0.23 | 0.67 | 0.084
Cc1nn(CCC(=O)NNC(=S)NCC(C)C)c(C)c1Br | 13% | -6% | i | 0.06 | 907 | i | -12 | 1.6 | 1.1 | 7.0 | 0.0% | -6 | 794 | 0.49 | 0.037 | 0.75 | 0.24
CSc1nc2cc(C)nn2c(-c2ccc(C(C)(C)C)cc2)c1C#N | 2% | -2% | i | -0.37 | 1458 | nt | nt | nt | nt | nt | nt | 1 | 749 | -0.48 | -0.28 | -0.27 | 0.73
COc1ccc(CN(C(=O)c2ccco2)c2ccc(C)cc2)cc1OC | 47% | 2% | i | 0.47 | 1123 | i | 14 | 4.5 | 2.3 | 12 | -2.6% | nt | nt | -0.58 | -0.19 | -0.15 | 0.38
CC(C)CCNC(=O)NC(=O)CSc1nnc(-c2ccccc2Br)o1 | 10% | -1% | i | -0.54 | 930 | i | -16 | 2.3 | 2.5 | 6.2 | -1.5% | 8 | 792 | -1.1 | -0.23 | -0.32 | 0.34
Cn1c(CCC(=O)OCC(=O)Nc2ccc(Oc3ccccc3)cc2)nc(=O)c2ccccc21 | 1% | 10% | i | 0.04 | 1228 | i | -5 | 2.0 | 2.5 | 5.7 | -2.3% | nt | nt | 0.33 | -0.21 | 1.2 | -1.1
O=C(Nc1cccc(Cl)c1)N1CCC(CO)(CCOc2ccccc2)CC1 | -1% | 0% | i | -0.02 | 1386 | i | -25 | 2.2 | 1.2 | 4.8 | 0.3% | -23 | 698 | 0.13 | -0.31 | -0.14 | 0.68
CS(=O)(=O)Nc1ccccc1C(=O)N1CCCC1 | 6% | 4% | i | 0 | 928 | i | -3 | 1.0 | 1.1 | 12 | -0.3% | -2 | 756 | 0.43 | 0.41 | 0.54 | -0.041
COc1ccc(OC)c(Nc2ncnc3c2cnn3-c2cccc(C)c2)c1 | 19% | -3% | i | -0.25 | 803 | + | 40* | 35* | 14* | 62* | 1.8% | 0 | 731 | -1.6 | -0.26 | -0.51 | 0.27
COc1cc(CN(C)CC(=O)c2[nH]c(C)c(C(C)=O)c2C)ccc1OC(F)F | 3% | -1% | i | ? | nt | i | 15 | 2.7 | 1.0 | 4.0 | nt | -25 | 576 | 1.5 | 0.13 | 0.95 | -0.23
O=C(NCc1ccccn1)C(=O)NN=C1CCCCCCCCCCC1 | 9% | 2% | i | -0.56 | 1587 | i | -15 | 2.0 | 1.7 | 7.6 | 1.0% | -3 | 646 | -0.55 | -0.3 | -0.13 | 0.39
CNCC(=O)Nc1ccc(Cl)c(C(F)(F)F)c1 | -2% | 5% | i | -0.26 | 1199 | i | -2 | 1.6 | 1.6 | 5.4 | -0.2% | 3 | 708 | 0.4 | -0.35 | 0.14 | -0.18
N=C1SC(c2ccccc2)C(=O)N1c1ncc(Cc2ccccc2)s1 (centres undefined) | 13% | -14% | i | 0.4 | 1202 | i | -14 | 2.6 | 2.8 | 0.5 | -2.1% | 4 | 684 | 0.35 | -0.13 | -0.14 | -1.1
